Screening results from PubChem BioAssay.
Runt-CBFb FRET = Runt domain-CBFb interaction inhibition; Q01196+Q13951; Cerulean-Runt/Venus-CBFb FRET ratio 530/480, 1 h; 0.46% of 220,000 active; inhibition, % at 20 µM;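 active = inhibition over about 50% at 20 µM in the single-dose screen, limit read from the data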;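 note: 0% = DMSO wells and 100% = excess unlabeled CBFb competitor control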
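Measured by: fluorescence energy transfer, 422 nm excitation, 530/480 nm emission; test system: Cerulean-tagged RUNX1 Runt domain (FRET donor) fusion protein; buffer or medium: Tris pH 7.5 buffer with BSA; compound: one dose, 20 µM compound, 1% DMSO; times: two 1 h room-temperature incubations shielded from light; benchmarks: unlabeled CBFb 5 µM, positive control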
RBBP9 inh = human RBBP9 hydrolase inhibition; 0.2% of 220,000 active; inhibition, % at 7.94 µM; recombinant RBBP9, FP-Rh probe fluorescence polarization;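 active = inhibition above the campaign mean of all tested compounds plus 3 SD, cut at about 14% in these data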;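 note: plate controls were DMSO wells with RBBP9 for no effect and wells lacking RBBP9 protein for full effect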
Target sequence (O75884 whole entry, looked up): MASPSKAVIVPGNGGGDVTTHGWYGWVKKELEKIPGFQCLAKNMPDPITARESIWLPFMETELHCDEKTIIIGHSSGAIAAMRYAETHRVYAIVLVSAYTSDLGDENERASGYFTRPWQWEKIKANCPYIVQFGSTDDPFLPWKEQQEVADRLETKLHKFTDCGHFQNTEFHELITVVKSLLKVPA
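Test system: recombinant human RBBP9. Quantity: 2.5 µM RBBP9 dispensing solution, before mixing. Detection: FP readout at 525/598 nm. Reagent: Serine-hydrolase probe FP-Rh, 375 nM pre-mixing. Measure: % inhibition. Control set: DMSO-treated enzyme wells and wells lacking RBBP9. Buffer or medium: Tris-NaCl-Pluronic buffer, pH 8.0. Times: preincubation 30 min plus labeling 45 min at 25 °C.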
NPY-Y2 PAM-ag = potentiates or activates human NPY-Y2 receptor; P49146; cells expressing NPY-Y2, potentiator/agonist read-out; activation, % at 3.6 µM; 0.45% of 220,000 active; AID 1359; in the data active = activation above about 27%;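 note: cells stimulated with NPY near EC25 plus isoproterenol at EC100; 0% = vehicle plus submaximal agonist and 100% = vehicle plus saturating agonist; some results beyond the cut were filed as inactive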
NPY-Y1 antag = NPY-Y1 (human) receptor antagonism | P25929 | 1% of 200,000 active | HEK293-CNG Y1 cells, membrane potential fluorescence; NPY at EC95, then isoproterenol | inhibition, % at 3.6 µM;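 active = inhibition above the campaign mean inhibition of all tested compounds plus 3 SD, cut at about 20% in these data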;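 note: 0% = DMSO wells given NPY plus isoproterenol and 100% = isoproterenol alone without NPY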
Target sequence (P25929 whole entry, looked up): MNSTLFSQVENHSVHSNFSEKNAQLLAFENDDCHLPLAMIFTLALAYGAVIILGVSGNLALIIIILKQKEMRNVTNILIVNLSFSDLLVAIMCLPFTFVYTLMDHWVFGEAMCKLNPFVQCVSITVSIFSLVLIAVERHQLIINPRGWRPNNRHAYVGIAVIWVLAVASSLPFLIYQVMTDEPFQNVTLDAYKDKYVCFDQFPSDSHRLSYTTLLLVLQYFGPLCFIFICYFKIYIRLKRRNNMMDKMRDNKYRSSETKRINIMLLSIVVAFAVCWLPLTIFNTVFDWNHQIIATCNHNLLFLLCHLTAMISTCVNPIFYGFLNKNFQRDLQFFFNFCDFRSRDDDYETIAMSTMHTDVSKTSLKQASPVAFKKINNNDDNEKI
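Material: HEK293 Y1/CNG channel cell line; also added: NPY (25 nM), isoproterenol (1 µM), Ro 20-1724 (25 µM); doses: one concentration, 3.6 µM, in 0.4% DMSO; schedule: compound incubation 1 h at room temperature, readout 45 min post-stimulation; technique: membrane potential fluorescence; measure: fluorescence ratio normalized to % inhibition between controls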
NPY1 pot ag = human NPY-Y1 potentiation or agonism, primary screen. P25929. NPY-Y1 expressing cells, potentiator/agonist activation. activation, % at 3.6 µM. 0.37% of 220,000 active. AID 1304; in the data active = activation above about 33%, passing the limit was not always enough;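 note: cells stimulated with NPY at EC10 then isoproterenol at EC100; 0% = low agonist plus stimulus and 100% = saturating agonist plus stimulus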
Runt-SMMHC FRET = inhibitors of human RUNX1 Runt domain binding to CBFb-SMMHC; Cerulean-Runt/Venus-CBFb-SMMHC FRET ratio 530/480, 1 h; inhibition, % at 20 µM; 0.74% of 220,000 active; AID 1434;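 active = mean inhibition across duplicate retests at 20 µM reaching about 50%, limit read from the data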;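 note: 0% = DMSO wells and 100% = wells with excess untagged CBFb-SMMHC; inhibitors lower the FRET ratio by blocking Runt binding to CBFb-SMMHC; some results filed as inactive read as strong as hits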
Mdm2 ligase inh = blocks human Mdm2 ubiquitin ligase activity; cell-based MDM2 ubiquitination luciferase reporter, 2 h; 0 = plate control, 100 = twice control, blank-subtracted; 0.11% of 210,000 active; Q00987; signal enhancement, % at 5 µM;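 active = signal enhancement of 30% or more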;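 note: luminescence tracks abundance of the self-degrading MDM2-luciferase fusion protein; higher signal means inhibition of MDM2 E3 ligase activity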
Target sequence (Q00987 whole entry, looked up, the tested form may be a part): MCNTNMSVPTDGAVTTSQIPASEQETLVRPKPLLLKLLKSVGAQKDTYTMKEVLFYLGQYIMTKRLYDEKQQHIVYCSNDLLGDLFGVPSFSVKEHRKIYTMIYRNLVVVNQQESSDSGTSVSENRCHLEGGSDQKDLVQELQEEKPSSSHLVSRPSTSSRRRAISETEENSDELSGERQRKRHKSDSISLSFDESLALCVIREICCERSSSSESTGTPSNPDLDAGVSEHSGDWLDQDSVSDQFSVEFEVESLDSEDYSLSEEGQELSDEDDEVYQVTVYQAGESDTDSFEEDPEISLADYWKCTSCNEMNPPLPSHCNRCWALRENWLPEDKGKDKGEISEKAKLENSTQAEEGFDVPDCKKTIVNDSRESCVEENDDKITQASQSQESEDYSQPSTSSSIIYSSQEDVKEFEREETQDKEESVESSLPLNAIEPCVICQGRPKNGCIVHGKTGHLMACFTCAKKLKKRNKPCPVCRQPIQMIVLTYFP
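Timing – 2 h compound exposure at 37 °C · Assay system – mammalian cells stably expressing self-ubiquitinating, self-degrading MDM2 E3–luciferase fusion · Amount – 2000 cells seeded into each well · Measure – % luminescence enhancement versus blank-corrected plate control mean · Measured by – SteadyLite luminescence, 15 min reagent step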
p97 inhibitor = human p97 ATPase inhibition; inhibition, % at 8 µM; AID 1481; 0.42% of 220,000 active; recombinant p97 ATPase, Kinase-Glo ATP luminescence, 3 h; P55072; in the data active = inhibition above about 15%;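 note: 0% = DMSO vehicle and 100% = wells lacking enzyme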
Hck-Nef inh = inhibitors of human Hck kinase activated by Nef. P08631. Recombinant Hck-YEEI plus Nef, Z-Lyte FRET kinase assay. inhibition, % at 20 µM. 0.68% of 220,000 active;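 active = Hck-Nef kinase inhibition above about 50%, limit read from the data; inactive = inhibition below that limit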;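 note: 0% = DMSO with Hck plus Nef and 100% = Hck alone without Nef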
Starred values were filed as active, the others as inactive; . = no result given. Rows were taken by chance; overall some 3.5% were active at least once.

Screens by letter – A = Runt-CBFb FRET; B = RBBP9 inh; C = NPY-Y2 PAM-ag; D = NPY-Y1 antag; E = NPY1 pot ag; F = Runt-SMMHC FRET; G = Mdm2 ligase inh; H = p97 inhibitor; I = Hck-Nef inh
COc1ccc(CN(C)C2c3ccccc3-c3ccccc32)cc1
  A: 2	B: -11	C: -7	D: 10	E: -2	F: 1	G: -8	H: -4	I: -1

CCCCn1c2ccccc2c2cc(CC(N)=O)ccc21
  A: -2	B: -7	C: 7	D: .	E: 21	F: -2	G: -8	H: -3	I: 18

CC(C)CN1C(=O)CC(Sc2ccccc2C(=O)O)C1=O (configuration not stated)
  A: 1	B: 4	C: 4	D: -2	E: 9	F: -1	G: -3	H: -3	I: -1

CC1=C(C#N)C2C(/C1=N/O)C2(C)C (configuration not stated)
  A: 0	B: 0	C: -13	D: 6	E: -1	F: -3	G: -16	H: -7	I: -1

O=C(COC(=O)/C=C/c1ccco1)NCCc1ccccc1
  A: 3	B: -8	C: 0	D: -1	E: 1	F: 4	G: -7	H: 5	I: 30

CCOc1ccccc1N(CC(=O)NCC1CCCO1)C(=O)CNS(=O)(=O)c1ccccc1 (configuration not stated)
  A: 0	B: -4	C: 1	D: 10	E: 1	F: 1	G: 0	H: 6	I: 27

CC(=O)Nc1ccc(S(=O)(=O)N2CCC(NC(=O)c3ccco3)CC2)cc1
  A: 1	B: -6	C: -1	D: 3	E: -17	F: -4	G: -8	H: 7	I: 0

CC(C(=O)c1ccc(Br)cc1)[n+]1cccc(NC(=O)c2ccccc2)c1 (configuration not stated)
  A: 2	B: 0	C: -1	D: 1	E: 0	F: 6	G: -10	H: 7	I: 2

COC(=O)c1sc(SC)c(S(=O)(=O)C(C)C)c1N/N=C(\C#N)S(=O)(=O)c1ccccn1
  A: 0	B: 10	C: 12	D: .	E: 8	F: 0	G: -2	H: 8	I: 12

CC(C)OCCCNC1=C(Cl)C(=O)c2ccccc2C1=O
  A: -5	B: -4	C: -12	D: .	E: 5	F: -8	G: -11	H: 2	I: 2

Cc1nn(-c2ccccc2)c(Cl)c1C(=O)NCCCCNC(=O)c1c(C)nn(-c2ccccc2)c1Cl
  A: 1	B: 2	C: 1	D: 6	E: -4	F: -2	G: -24	H: -1	I: -11

CCn1c(=O)n(CC)c2cc(S(=O)(=O)N3CCCCC3)c(C)cc21
  A: -1	B: -6	C: 7	D: 1	E: -3	F: -3	G: -2	H: 0	I: -18

CC(C)(C)c1nc(NC(=O)Nc2ccccc2)sc1Br
  A: 1	B: -19	C: 10	D: 3	E: 5	F: -1	G: -13	H: 3	I: 5

O=c1[nH]c2c(c(=O)n1Cc1ccccc1)CCC2
  A: -1	B: -8	C: 1	D: 4	E: 8	F: 0	G: -18	H: -1	I: -1

CN(C)S(=O)(=O)c1ccc(Cl)c(NC(=O)COC(=O)CCC(=O)c2cccs2)c1
  A: 0	B: -8	C: 4	D: .	E: -20	F: 0	G: -14	H: -3	I: 1

Entries of single compounds, quoted from the list. Screens in order: Runt-CBFb FRET	RBBP9 inh	NPY-Y2 PAM-ag	NPY-Y1 antag	NPY1 pot ag	Runt-SMMHC FRET	Mdm2 ligase inh	p97 inhibitor	Hck-Nef inh
Profile of `CC(C)CN1C(=O)CC(Sc2ccccc2C(=O)O)C1=O` (configuration not stated) → 1	4	4	-2	9	-1	-3	-3	-1
Profile of `COc1ccc(CN(C)C2c3ccccc3-c3ccccc32)cc1` → 2	-11	-7	10	-2	1	-8	-4	-1
Profile of `CCOc1ccccc1N(CC(=O)NCC1CCCO1)C(=O)CNS(=O)(=O)c1ccccc1` (configuration not stated) → 0	-4	1	10	1	1	0	6	27

Other results:
Screens by letter – A = Runt-CBFb FRET; B = RBBP9 inh; C = NPY-Y2 PAM-ag; D = NPY-Y1 antag; E = NPY1 pot ag; F = Runt-SMMHC FRET; G = Mdm2 ligase inh; H = p97 inhibitor; I = Hck-Nef inh
O=c1c2c(-c3cccs3)csc2ncn1-n1cccc1
  A: -1	B: 0	C: 7	D: 1	E: 18	F: -8	G: -3	H: -1	I: 0

COCC(C)n1c(C)cc(C(=O)COC(=O)c2oc3ccccc3c2C)c1C (configuration not stated)
  A: -4	B: -1	C: -9	D: -2	E: -4	F: 0	G: -10	H: -6	I: 3

CC12CCC(C(=O)Nc3ccccc3)(C/C1=N\O)C2(C)C (configuration not stated)
  A: 0	B: -1	C: -5	D: -4	E: 17	F: 0	G: -5	H: 3	I: -2

O=c1c2oc3ccccc3c2ncn1Cc1cccc(Cl)c1
  A: 2	B: -2	C: -9	D: -1	E: -17	F: -1	G: -9	H: -1	I: 16

COc1cc(/C=N/Nc2ccc(F)cc2F)cc(OC)c1O
  A: 38	B: 17*	C: 11	D: -1	E: -5	F: 26	G: -7	H: 4	I: 2

CSc1ccccc1COC(=O)Nc1ccccc1C
  A: -2	B: -8	C: -4	D: 4	E: -16	F: -1	G: -10	H: -3	I: 24

CN(C)CCN(Cc1ccccc1)c1ccnc(N(C)C)c1C#N
  A: 1	B: -5	C: -7	D: 8	E: 2	F: 0	G: 0	H: -7	I: 2

Cc1cc(C(F)(F)F)nn1-c1nc(-c2ccco2)cc(C(F)(F)F)n1
  A: -4	B: 1	C: -11	D: -5	E: 13	F: 3	G: 3	H: -7	I: -1

Cc1ccc(CNC(=O)COC(=O)c2cc3c(s2)CCC(C)C3)cc1 (configuration not stated)
  A: 2	B: -1	C: 15	D: 5	E: 3	F: -2	G: 0	H: 3	I: 0

Fc1ccccc1N1CCN(Cc2cnc(Cl)s2)CC1
  A: 1	B: -7	C: -18	D: 3	E: -14	F: 0	G: 5	H: -4	I: -13

Cc1ccc(CNC(=O)CSc2c3c(nc4cc(Cl)ccc24)CCCC3)o1
  A: 8	B: 0	C: 21	D: -2	E: -7	F: 1	G: -26	H: 6	I: -22

Cc1ccc(S(=O)(=O)Nc2nc3ccccc3nc2NCc2ccco2)cc1C
  A: 0	B: 0	C: 14	D: 10	E: 4	F: -1	G: -17	H: 4	I: 3

CC(C)[C@H](NC(=O)c1ccc(Cl)c([N+](=O)[O-])c1)C(=O)NCc1ccc(F)cc1
  A: 2	B: -4	C: 11	D: 9	E: 32	F: 0	G: -11	H: 8	I: 3

CC(C)C1CC(C(F)(F)F)n2nc(C(=O)O)cc2N1 (configuration not stated)
  A: 17	B: -3	C: 3	D: 6	E: -3	F: 1	G: 3	H: 0	I: 4

O=C(COC(=O)C1CCCCC1)NCCc1ccccc1
  A: -1	B: -1	C: -2	D: 1	E: 8	F: -2	G: 6	H: 2	I: 3

CCOC(=O)C1CCCN(C2CC(=O)N(c3cccc(C(F)(F)F)c3)C2=O)C1 (configuration not stated)
  A: 12	B: -7	C: -19	D: 7	E: -6	F: 9	G: -17	H: 0	I: 0

Cc1ccc(NCC(=O)Nc2c(C)n(C)n(-c3ccccc3)c2=O)cc1S(=O)(=O)N(C)C
  A: 0	B: -10	C: 2	D: .	E: 8	F: -1	G: 3	H: -1	I: 5

Cc1onc(-c2ccccc2Cl)c1C(=O)Nc1ccc(Cl)cn1
  A: -3	B: -5	C: 8	D: .	E: 2	F: -3	G: -2	H: 11	I: 5

COc1ccc(-c2nc(CS(=O)CC(=O)NCc3ccc(Cl)cc3)c(C)o2)cc1 (configuration not stated)
  A: 0	B: -7	C: -9	D: 8	E: -5	F: -3	G: -18	H: -5	I: 3

O=C(O)c1ccc(N2C(=O)CC(Cc3ccccc3)C2=O)cc1 (configuration not stated)
  A: -3	B: -6	C: 8	D: -6	E: 1	F: -1	G: -9	H: 5	I: 6

CC1(OC(=O)C2CCCC2)C(=O)C=C2C=C(c3ccsc3)N(CC3CC3)C=C2C1=O (configuration not stated)
  A: 1	B: .	C: .	D: .	E: .	F: 15	G: 4	H: .	I: 16

CCCc1cc2c(cc1NC(=O)c1ccco1)OCO2
  A: 1	B: -11	C: -5	D: -2	E: 7	F: -1	G: -5	H: -4	I: -2

COc1ccc(/C=C2/N=C(SC)NC2=O)cc1OC
  A: 5	B: -11	C: 10	D: .	E: -4	F: 13	G: -5	H: -4	I: 5

Cc1cc(C(=O)N/N=C/c2ccc([N+](=O)[O-])s2)n[nH]1
  A: 2	B: -4	C: 7	D: .	E: 2	F: -5	G: -4	H: -3	I: -2

CC(C)C(NS(=O)(=O)c1ccccc1)C(=O)OCc1cc([N+](=O)[O-])cc2c1OCOC2 (configuration not stated)
  A: 2	B: -11	C: -5	D: 7	E: -20	F: 1	G: -20	H: -7	I: -1

O=C(O)c1ccc(CSc2nc3ccccc3o2)cc1
  A: 0	B: -4	C: 4	D: 6	E: -2	F: 0	G: -20	H: -4	I: -7

O=C(CSc1nncn1-c1ccccc1)NCc1cccs1
  A: 2	B: -8	C: 1	D: 2	E: -5	F: 0	G: -3	H: 3	I: 0

Cc1ccc(/C=C/C(=O)NCc2cccs2)cc1
  A: -2	B: -9	C: -3	D: -1	E: -1	F: -8	G: 0	H: -3	I: 2

N#CC1=C(N)Oc2n[nH]c(-c3cccnc3)c2C1c1ccc([N+](=O)[O-])o1 (configuration not stated)
  A: 13	B: 2	C: -5	D: -2	E: -7	F: 13	G: -9	H: 11	I: 0

COc1ccccc1CCNC(=O)c1cnccn1
  A: 0	B: 5	C: 11	D: -3	E: 17	F: -8	G: -3	H: 5	I: 2

O=C(COC(=O)C1CC1)NC(=O)NCc1ccccc1
  A: 0	B: -6	C: -1	D: 5	E: 13	F: 0	G: -2	H: 1	I: 2

Cc1cccc(CN2CCN(Cc3cccc(-n4cccn4)c3)CC2CCO)n1 (configuration not stated)
  A: 1	B: 6	C: -9	D: 2	E: -9	F: -1	G: 1	H: 2	I: 16

NC(=O)c1nc(-c2cccs2)nc2c1[nH]c(=O)n2-c1ccc(F)cc1
  A: 0	B: -3	C: 4	D: 2	E: 6	F: 1	G: -5	H: 3	I: 35

Cn1nnnc1SCC(=O)NCc1ccco1
  A: -2	B: -2	C: 6	D: -7	E: 8	F: 1	G: .	H: -4	I: 1

CCn1c(COc2ccccc2C)nnc1SCC(=O)O
  A: 1	B: -11	C: 8	D: 5	E: 3	F: 1	G: -4	H: 2	I: 0
